Fam108B inh: mouse Fam108B serine hydrolase inhibitors, primary screen, counter-screen for RBBP9 inhibitor project, biochemical, fluorescence polarization; recombinant Fam108B, FP-Rh probe fluorescence polarization; 300,000 tested, 0.33% active; inhibition, % at 9.51 µM;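 active = inhibition above the screen mean inhibition plus 3 SD, computed separately per campaign, cut at about 18% in these data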;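 note: inhibitors lower polarization as less probe binds the enzyme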
AHR activator: AHR activators, primary screen, cell-based, luminescence, luciferase reporter, human. Aryl hydrocarbon receptor (Homo sapiens), P35869. AHR-responsive luciferase reporter cells. activation, % at 5 µM. 320,000 tested, 2.5% active. AID 2796, 2010; in the data active = activation above about 47%;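 note: 0% = vehicle wells and 100% = reference agonist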
PAFAH1B2 inh: PAFAH1B2 enzyme inhibitors, primary screen, biochemical, fluorescence polarization, human | Platelet-activating factor acetylhydrolase IB subunit alpha2 (Homo sapiens), P68402 | recombinant PAFAH1B2, FP-rhodamine activity probe | inhibition, % at 3.39 µM | 340,000 tested, 1.2% active | AID 492953, 2010;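 active = inhibition above the mean of all tested compounds plus 3 SD, cut at about 24% in these data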;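 note: 0% = enzyme with DMSO and 100% = wells lacking PAFAH1B2; many of its hits are not listed in these tables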
MEX-5 binding: MEX-5 zinc finger RNA-binding disruptors – biochemical, C. elegans, fluorescence polarization, MLPCN library, primary screen; Zinc finger protein mex-5 (Caenorhabditis elegans), Q9XUB2; MEX-5/FITC-TCR2 RNA binding; stronger effect = lower value; activity score (negative = inhibition of binding), % at 10 µM; 300,000 tested, 0.38% active; AID 1832, 2009;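 active = inhibition past about -25% in most replicates, and total fluorescence under double the plate's negative control median, limit read from the data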;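 note: 0% = DMSO and -100% = 5 µM competing unlabeled TCR2 RNA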
BCLXL inh: inhibitors of human Bcl-xL, primary screen, biochemical, fluorescence polarization, HTS; Bcl-2-like protein 1 (Homo sapiens), Q07817; inhibition, % at 10.9 µM; 320,000 tested, 0.7% active; GST-Bcl-xL / FITC-Bim BH3 peptide fluorescence polarization;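 active = inhibition above the mean of all tested compounds plus 3 SD, cutoff set per campaign, cut at about 30% in these data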;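 note: 0% = DMSO wells and 100% = unlabeled Bim-BH3 peptide competitor; inhibitors lower millipolarization by displacing the labeled peptide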
Target sequence (Q07817 whole entry, looked up): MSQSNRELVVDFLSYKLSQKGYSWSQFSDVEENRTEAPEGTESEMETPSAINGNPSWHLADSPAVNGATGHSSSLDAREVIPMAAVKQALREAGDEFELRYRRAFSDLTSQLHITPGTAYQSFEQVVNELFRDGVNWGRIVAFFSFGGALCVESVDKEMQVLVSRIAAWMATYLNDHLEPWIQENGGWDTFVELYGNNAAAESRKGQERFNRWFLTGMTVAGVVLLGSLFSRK
MCL1-BIM inh: inhibitors of MCL1 binding to BIM-BH3, primary screen, biochemical, fluorescence polarization; Induced myeloid leukemia cell differentiation protein Mcl-1 (Homo sapiens), Q07820; AID 2057, 2009; inhibition, % at 10.9 µM; 320,000 tested, 0.68% active; GST-MCL1 / FITC-Bim-BH3 fluorescence polarization;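 active = inhibition above the mean inhibition of all tested compounds plus 3 SD, set per campaign, cut at about 40% in these data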;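 note: 0% = DMSO wells and 100% = unlabeled Bim-BH3 peptide control; higher means more loss of mP so more displacement of Bim peptide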
Target sequence (Q07820 whole entry, looked up): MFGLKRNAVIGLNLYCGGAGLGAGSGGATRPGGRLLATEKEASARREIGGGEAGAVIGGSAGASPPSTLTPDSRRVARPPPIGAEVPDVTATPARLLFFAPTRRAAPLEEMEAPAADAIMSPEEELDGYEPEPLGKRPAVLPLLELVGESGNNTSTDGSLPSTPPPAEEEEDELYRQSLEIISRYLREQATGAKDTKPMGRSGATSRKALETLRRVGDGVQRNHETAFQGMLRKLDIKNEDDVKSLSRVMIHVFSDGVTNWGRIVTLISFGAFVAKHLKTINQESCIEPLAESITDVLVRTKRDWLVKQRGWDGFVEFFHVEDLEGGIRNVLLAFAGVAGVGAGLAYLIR
GLD-1 TGE inh: GLD-1/TGE RNA complex disruptors, primary screen, biochemical, fluorescence polarization; Female germline-specific tumor suppressor gld-1 (Caenorhabditis elegans), Q17339; purified GLD-1 + fluorescein TGE RNA; inhibition, % at 5.96 µM; 320,000 tested, 0.44% active; AID 2280, 2010;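 active = percent inhibition above a per-plate cutoff, the plate mean of test compounds plus 3 SD, cut at about 30% in these data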;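 note: 0% = DMSO wells with GLD-1 and probe and 100% = wells lacking GLD-1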
Target sequence (Q17339 whole entry, looked up): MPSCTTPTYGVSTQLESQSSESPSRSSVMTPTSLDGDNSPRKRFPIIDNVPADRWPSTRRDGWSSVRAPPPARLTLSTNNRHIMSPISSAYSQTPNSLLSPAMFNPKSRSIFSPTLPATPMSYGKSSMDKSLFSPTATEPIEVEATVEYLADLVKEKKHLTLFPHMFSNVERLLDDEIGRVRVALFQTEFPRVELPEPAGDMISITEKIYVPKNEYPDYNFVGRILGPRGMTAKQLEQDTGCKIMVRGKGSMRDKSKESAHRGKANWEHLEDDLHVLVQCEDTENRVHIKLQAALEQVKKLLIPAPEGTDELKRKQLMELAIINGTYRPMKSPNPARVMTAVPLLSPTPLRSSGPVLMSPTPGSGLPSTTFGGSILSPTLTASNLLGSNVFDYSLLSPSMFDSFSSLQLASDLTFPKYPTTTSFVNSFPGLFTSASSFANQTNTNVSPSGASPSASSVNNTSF
pPAFAH FP inh: pPAFAH enzyme inhibitors, primary screen, biochemical, fluorescence polarization, human; Platelet-activating factor acetylhydrolase (Homo sapiens), Q13093; recombinant pPAFAH, FP-rhodamine probe fluorescence polarization; inhibition, % at 3.39 µM; 330,000 tested, 1.5% active; AID 463082, 2010;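 active = inhibition above the mean inhibition across the screen plus 3 SD, cut at about 25% in these data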;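 note: inhibitors block binding of the rhodamine activity-based probe so polarization drops; 0% = enzyme with DMSO and 100% = wells lacking pPAFAH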
PME-1 primary: PME-1 inhibitors via competitive probe labeling, primary screen, biochemical, fluorescence polarization, FP-Rh probe, HTS. Protein phosphatase methylesterase 1 (Homo sapiens), Q9Y570. recombinant PME-1. inhibition, % at 5.9 µM. 320,000 tested, 0.53% active. AID 2130, 2009;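 active = inhibition above the campaign mean of all compounds plus 3 SD, cut at about 26% in these data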;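 note: competitive labeling of PME-1 active site by serine hydrolase directed probe; 0% = PME-1 with DMSO and 100% = wells lacking PME-1 enzyme; inhibitors block probe labeling so polarization falls and inhibition rises; many of its hits are not listed in these tables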
* hit, by the source's call; nt = no result given.

SMILES | Fam108B inh | AHR activator | PAFAH1B2 inh | MEX-5 binding | BCLXL inh | MCL1-BIM inh | GLD-1 TGE inh | pPAFAH FP inh | PME-1 primary
CCOc1ccccc1NC(=S)N(Cc1cc2ccc(C)cc2[nH]c1=O)CC1CCCN1CC (stereo not given) | -2.1 | 15.8 | -6.6 | 0.8 | 2.3 | 2.7 | -0.7 | 5.5 | -3.8
Nc1c(C(=O)c2ccc(Cl)cc2)oc2ccccc12 | -1.0 | 113.3* | -1.6 | -6.6 | -3.2 | -9.2 | 3.5 | 5.5 | -2.4
CCS(=O)(=O)N1CCN(C(=O)c2cccs2)CC1 | 1.3 | -3.9 | -0.3 | 0.6 | 8.6 | 12.2 | -2.5 | 3.2 | 6.1
CC(C)Oc1ccc(C(=O)NCC(=O)Nc2ccc3c(c2)CCC3)cc1 | nt | 2.9 | 0.7 | nt | 2.7 | -3.1 | 2.7 | 0.3 | -1.5
O=S(=O)(c1cccc(-c2nnc(SCc3ccc(Cl)cc3)o2)c1)N1CCCCC1 | 0.5 | 1.5 | -5.3 | 1.2 | -0.2 | -2.3 | 10.6 | 4.7 | -5.6
COc1ccccc1/C=C/CN1CCC(Oc2ccc(C(=O)N3CCCC3)cc2)CC1 | 3.1 | -6.3 | -3.8 | -0.4 | 8.8 | 1.6 | 7.2 | 2.5 | -0.8
COc1ccc2nc(NC(=O)C(NS(=O)(=O)c3cccs3)C(C)C)sc2c1 (stereo not given) | -4.3 | 1.8 | 0.1 | 0.1 | 1.7 | -7.7 | 1.7 | 0.6 | -6.4
Cc1cnc(NC(=O)c2ccc(F)c(S(=O)(=O)N3CCOCC3)c2)s1 | nt | 12.3 | -5.0 | nt | -0.4 | 0.6 | -4.4 | 0.7 | -6.8
COC(=O)N1C(=O)[C@@](c2ccccc2)(C2CCCC2)N1C(=O)OC | 6.3 | 4.8 | -2.2 | -1.5 | 2.4 | 0.6 | 13.6 | 3.4 | 22.9
CCC(C)[C@H](NC(=O)C1CC(=O)N(c2ccc(OC)cc2)C1)C(=O)NC1CCCC1 (stereo not given in full) | -2.4 | 0.0 | 2.6 | 0.7 | -0.5 | 7.3 | 6.8 | 0.1 | -1.7
CCOc1ccc([N+](=O)[O-])c(N)c1 | 4.5 | 1.6 | -0.9 | 1.8 | 9.9 | 16.6 | -0.1 | 1.3 | -1.0
Cc1cc2cc(CNS(=O)(=O)c3ccc4ccccc4c3)ccc2n1C | -2.2 | 1.6 | 12.8 | 0.2 | 8.4 | 1.2 | 11.8 | 11.7 | 7.2
CSC1=C(C#N)C(=O)NC(c2ccc(Cl)cc2)S1 (stereo not given) | -0.9 | -0.5 | 6.6 | 2.7 | 2.8 | 2.1 | 5.3 | 2.1 | -5.0
CCCCC(=O)NC(c1ccc(Cl)cc1)c1ccc2cccnc2c1O (stereo not given) | -3.3 | 3.0 | 3.1 | 3.3 | 9.3 | 9.3 | 4.0 | 11.3 | -7.3
CCOC(=O)N1CCN(CCC(=O)Nc2cc([N+](=O)[O-])ccc2OC)CC1 | -3.3 | 0.5 | 0.0 | 3.4 | 2.4 | 11.8 | 5.0 | 0.0 | -1.0
CC(=O)Nc1ccc(C2=NN(c3ccccc3)C(c3ccccc3)C2)cc1 (stereo not given) | 4.8 | 2.2 | 2.7 | 0.3 | 5.1 | -0.1 | -1.9 | 7.2 | 18.9
Cc1cccc(OCC(=O)N/N=C/c2ccccc2C(=O)O)c1 | -0.6 | 2.5 | 2.0 | -0.5 | 6.9 | 3.9 | -1.1 | 2.1 | 3.6
CCn1c(SCC(=O)OC(C)C)nnc1-c1ccccc1OC | 0.2 | 6.5 | 2.5 | 0.6 | 6.2 | -0.4 | 1.4 | 1.8 | -1.4
O=C(Nc1ccnn1C1CCN(Cc2c[nH]c3ccccc23)CC1)c1ccccc1 | -1.3 | 12.9 | 1.4 | 0.5 | 1.5 | 7.6 | -1.8 | 2.4 | -2.1
Nn1c(CSc2nc3ccccc3o2)nnc1CSc1nc2ccccc2o1 | 2.8 | 13.6 | 9.6 | nt | 4.9 | -2.9 | -0.3 | 1.1 | 18.2
CSc1nnc(-c2cc3ccccc3cc2O)n1C | 2.6 | 3.5 | -4.0 | -1.6 | 5.1 | 2.4 | -7.1 | 7.5 | -0.8
O=C(CCS(=O)(=O)c1ccccc1)NCc1ccccc1 | 1.0 | -2.9 | 1.8 | -2.5 | 3.1 | 1.2 | 0.4 | -2.5 | -6.7
C=CCN(C(=O)Nc1ccc(OC)cc1)c1nnc(-c2ccncc2)s1 | -2.3 | 0.7 | -2.9 | -2.6 | 6.6 | 1.1 | 5.9 | 3.0 | 1.9
CCN(CC)CCNC(=O)c1c(O)c2c([nH]c1=O)CCCC2 | -1.7 | 3.2 | -0.5 | 0.0 | -3.9 | -2.0 | 5.9 | -2.7 | 3.1
COc1cccc(NC(=O)c2ccc3c(SCC(=O)O)c4c(nc3c2)CCCC4)c1 | -22.2 | 3.3 | -10.8 | -3.2 | 4.4 | -5.5 | 4.9 | -17.7 | -47.6

Profiles, quoted from the list. Screens in order: Fam108B inh	AHR activator	PAFAH1B2 inh	MEX-5 binding	BCLXL inh	MCL1-BIM inh	GLD-1 TGE inh	pPAFAH FP inh	PME-1 primary
Results for CCn1c(SCC(=O)OC(C)C)nnc1-c1ccccc1OC = 0.2	6.5	2.5	0.6	6.2	-0.4	1.4	1.8	-1.4
Results for CCOc1ccc([N+](=O)[O-])c(N)c1 = 4.5	1.6	-0.9	1.8	9.9	16.6	-0.1	1.3	-1.0

The listing continues:
SMILES | Fam108B inh | AHR activator | PAFAH1B2 inh | MEX-5 binding | BCLXL inh | MCL1-BIM inh | GLD-1 TGE inh | pPAFAH FP inh | PME-1 primary
Cc1ccc(OCC(=O)NCCc2nc3ccccc3[nH]2)c(C)c1 | 4.2 | 7.8 | 8.9 | -0.4 | 9.0 | 3.8 | 7.0 | -3.9 | 0.7
Cc1csc(C(=O)O)c1NC(=O)c1cccc([N+](=O)[O-])c1 | -4.1 | 2.1 | nt | 0.3 | 2.4 | -3.5 | -6.6 | 5.7 | -4.3
CC(C)CNC(=O)CSc1nc2scc(-c3ccccc3)c2c(=O)[nH]1 | 2.3 | 2.5 | 2.1 | -0.4 | 2.5 | -0.6 | 1.5 | 5.6 | 0.5
CC(=O)c1cnc(Nc2ccc(C)cc2)s1 | 1.5 | 8.3 | 2.2 | -4.8 | 0.7 | -4.8 | 2.8 | 5.5 | 3.5
O=C(c1cccc(Cl)c1)N1CCCC(C(=O)N2CCN(c3ccccc3)CC2)C1 (stereo not given) | 3.0 | -0.8 | -2.6 | 0.2 | -3.8 | -0.3 | 4.4 | -3.6 | 10.9
CCC1(C(=O)OC)NC(c2ccco2)C2C(=O)N(c3ccc(C)cc3)C(=O)C21 (stereo not given) | -1.3 | 4.5 | 2.9 | 3.1 | 7.6 | 10.5 | -0.4 | 2.6 | -0.7
CCO[C@@H]1OC(C(=O)N2CCN(C)CC2)=C[C@H](C2CCCCC2)[C@H]1CCCO | 5.0 | 3.1 | 2.2 | -0.2 | 4.2 | 1.4 | 0.9 | 3.1 | 2.7
COc1ccc(CN2CC(C(=O)NCCCN3CCCCC3)CC2=O)cc1 (stereo not given) | 1.6 | 0.4 | -7.2 | 1.9 | 4.8 | 4.2 | 3.2 | 0.3 | -3.0
O=C(NNC(=O)c1ccccc1C(F)(F)F)c1csc(N2CCOCC2)n1 | 0.8 | 3.0 | -3.4 | -8.6 | -5.3 | -4.4 | -5.1 | 10.0 | 2.2
CCCCC1CCC(c2nc(-c3ccccn3)no2)CC1 (stereo not given) | 1.5 | 1.0 | -0.3 | -2.4 | 4.6 | -3.1 | -1.2 | 3.8 | -6.6
CCc1ccc(N(C(=O)c2csnn2)C(C(=O)NC(C)(C)C)c2cccnc2)cc1 (stereo not given) | -4.3 | 1.0 | 0.1 | 0.9 | 4.8 | 2.6 | 4.1 | 1.0 | -2.5
CCOc1ccc(C(=O)C(C)OC(=O)CN2C(=O)NC(C)(C)C2=O)cc1 (stereo not given) | -0.8 | 0.4 | 4.5 | 1.3 | 4.0 | 4.4 | -2.4 | 6.0 | 1.3
CN(C)S(=O)(=O)N1CCC(C(=O)O)(c2ccccc2)CC1 | -0.9 | 0.5 | -3.0 | -0.1 | 0.1 | 3.1 | 6.9 | 0.1 | -1.7
COc1ccccc1CNC(=O)c1cc(-c2ccccc2)nn1Cc1cc(C)no1 | -1.3 | 3.6 | 3.3 | 0.7 | 1.6 | -1.8 | 8.0 | 4.9 | -0.9
O=C(NCCCN1CCN(C2CCCCC2)CC1)Nc1ccccc1C(F)(F)F | 1.8 | -3.3 | -6.2 | 1.9 | 11.9 | 3.3 | -1.6 | 6.0 | 1.1
O=C(CCc1ccccc1)N1CCN(S(=O)(=O)c2cccs2)CC1 | 3.7 | 0.3 | 5.7 | 2.6 | 2.7 | -0.5 | -2.3 | -1.0 | 1.6
COC(=O)C1=C(C)N(CCc2ccccc2)C(=O)/C1=C\c1ccco1 | 6.2 | 1.3 | 3.9 | 0.0 | 7.3 | 8.1 | -6.1 | 2.4 | -9.1
CC1(C)CC(=O)CC2(C1)NCC(c1ccccc1Cl)c1c2[nH]c2ccccc12 (stereo not given) | -0.6 | 2.6 | 3.9 | -2.9 | 2.3 | 2.4 | 4.2 | 1.2 | 8.6
CN1CCN(C(c2ccc(C(F)(F)F)cc2)c2cc(Cl)c3cccnc3c2O)CC1 (stereo not given) | -1.6 | 11.9 | nt | -1.9 | 11.6 | 34.2 | -0.7 | 6.0 | 2.0
O=C(CSc1nc2ccc([N+](=O)[O-])cc2[nH]1)NC1CCCCC1 | 2.4 | 3.6 | 0.2 | 1.9 | 1.1 | 1.8 | 5.0 | 5.5 | 0.0
COc1cccc(C2C3=C(N=c4s/c(=C\c5ccc(O)cc5)c(=O)n42)c2ccccc2CC3)c1OC (stereo not given) | 9.8 | 2.4 | -1.6 | 2.8 | 3.5 | -1.4 | -6.1 | 2.6 | -2.5
O=C(CN1CCN(C(=O)C2CCCO2)CC1)Nc1ccc(Cl)cc1 (stereo not given) | 4.2 | 6.8 | 2.1 | 0.6 | 1.7 | 2.5 | -3.5 | -3.0 | 4.6
NC1=NC2(CCCCC2)n2c(nc3ccccc32)N1 | 6.3 | 3.0 | -0.5 | 0.0 | -0.1 | 8.3 | 9.6 | 2.6 | -0.5
COc1ccccc1NC(=O)c1oc2ccccc2c1NC(=O)c1ccco1 | -9.0 | 35.3 | -1.4 | -0.2 | 2.2 | 5.0 | -4.4 | 4.7 | -5.9
COc1ccccc1C(=O)Nc1nnc(S(=O)(=O)N2CCOCC2)s1 | 0.4 | 8.5 | 3.6 | 0.6 | 3.0 | -1.5 | 5.1 | 2.5 | 4.2

Only part of the results is shown; the hit share may differ from the screen's.
